Source: PubChem BioAssay (Emory University Molecular Libraries Screening Center)
EP2 mod: modulates human prostaglandin E2 receptor EP2 signaling; AID 940; hit rate 0.83% among 260,000; EP2-expressing cells, cAMP HTRF FRET, PGE2 co-stimulation; P43116; induction, % at 25 µM;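 active = compounds whose cAMP rise, as percent of the full-agonist control response, exceeds 60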;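 note: rat C6 glioma line stably carrying human EP2 under a CMV promoter; the protocol text gives 20 µM as final concentration; 100% = response of wells given 1 µM PGE2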
Target sequence (P43116 whole entry, looked up): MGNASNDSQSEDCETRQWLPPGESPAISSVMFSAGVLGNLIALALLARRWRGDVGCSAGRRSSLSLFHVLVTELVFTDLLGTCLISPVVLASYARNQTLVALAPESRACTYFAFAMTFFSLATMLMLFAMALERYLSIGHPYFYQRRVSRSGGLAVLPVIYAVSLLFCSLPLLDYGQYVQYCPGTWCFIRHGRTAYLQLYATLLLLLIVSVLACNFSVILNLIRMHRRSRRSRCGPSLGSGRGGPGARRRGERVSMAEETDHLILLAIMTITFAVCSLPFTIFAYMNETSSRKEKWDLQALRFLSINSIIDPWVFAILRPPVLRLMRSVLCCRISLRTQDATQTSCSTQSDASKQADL
PGE2 EP2 inh: inhibitors of human EP2 prostaglandin E2 receptor; inhibition, % at 25 µM; hit rate 0.52% among 260,000; C6 glioma cells expressing human EP2, cAMP TR-FRET; cells stimulated with saturating PGE2; P43116;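 active = percent inhibition above 40 after rounding to a whole number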;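 note: rat C6 glioma host cells with rolipram phosphodiesterase inhibitor present; the protocol text gives 20 µM as final concentration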
eIF4E 4G PPI: blocks eIF4E binding to eIF4G | AID 782 | hit rate 0.37% among 220,000 | P63073+Q04637 | TR-FRET eIF4E-eIF4GI(517-606) binding, 2 h | inhibition, % at 21.7 µM;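 active = inhibition above about 30%, limit read from the data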;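 note: 0% = full FRET control wells and 100% = background wells lacking eIF4GI fragment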
The depositor's hits bear a star; & = joins results of further samples; [ ] = another dose, or the depositor's remark. These rows are one share of the data; rates above refer to the full screens.

Results follow in this order: EP2 mod	PGE2 EP2 inh	eIF4E 4G PPI
> COC(=O)[C@@H]1C[C@@]2(O)[C@H](O)[C@H](O)[C@H](O)C[C@H]2N1CC(c1ccccc1)c1ccccc1
    6.0	13.3	-0.2
> c1ccc(Cn2cc(CSc3ccccc3)nn2)cc1
    6.2	10.9	-1.6
> Cn1c(=O)[nH]c(=O)c2c1nc(CN1CCN(c3ccccc3F)CC1)n2CCc1ccccc1
    1.1	16.1	-18.9
> O=C(c1ccoc1)N1CCC2(CC1)Oc1ccc(F)cc1C(=O)C21CC(c2ccccc2)=NO1 (centres undefined)
    13.7	7.5	0.8
> CCCN1CCN(C(=O)CCCn2c(C)c3cnn(-c4ccccc4)c(=O)c3c2C)CC1
    9.7	10.0	-0.2
> CN1C(C(=O)NCC2CC2)CC2Cn3c(nc4cc5ccccc5cc43)C21 (centres undefined)
    9.6	10.4	1.4
> CC(C)CCNC(=O)C1CC(c2cccc(F)c2)=NO1 (centres undefined)
    -23.0	17.6	3.3
> NC1=NC[C@H](Cc2ccc(O)cc2)N1CCc1cccc2ccccc12
    -2.9	8.8	3.5
> COC(=O)C1=C(C(=O)OC)[C@@H]2N(C)c3ccccc3[C@@]23C[C@@H](CO)N(C(=O)NCCBr)C3=N1
    -12.7	9.6	-1.6
> C=C1CCN(C(Cc2ccccc2)C(=O)OC)S(=O)(=O)c2ccc(F)cc21 (centres undefined)
    12.9	8.2	3.9
> COc1cc(OC)c2ccc(=O)oc2c1C(CC(=O)N1CCCC(C)C1)c1ccc2c(c1)OCO2 (centres undefined)
    -15.5	8.2	8.0
> COC(C[C@@H]1O[C@@H]1[C@@H](O)[C@@H](C)OCc1ccccc1)OC
    -6.9	6.1	-1.6
> CCCCC1=CC2=CC(=O)C(C)(OC(=O)c3cnc4ccccc4n3)C(=O)C2=CO1 (centres undefined)
    -29.7	20.5	6.7
> CC(C)(C)OC(=O)N[C@@H](CCCCNC(=O)OCc1ccccc1)c1nnc([C@H](CCCCNC(=O)OCc2ccccc2)NC(=O)OC(C)(C)C)o1
    37.0	16.0	-5.1
> Cc1ccc(SC[C@H](CC(C)C)N2CCN(C)CCC2=O)cc1
    -6.0	14.4	-3.4
> NC(=O)[C@H]1CC2(CC(c3cccc(NC(=O)COc4ccc(Cl)cc4)c3)=NO2)CN1C(=O)C(c1ccccc1)c1ccccc1 (some centres undefined)
    -12.2	16.9	-3.5
> Cn1cc(CC(=O)NCCCN2CCCC2=O)c2ccccc21
    -8.8	8.5	-9.0
> O=C(CN(C(=O)CNS(=O)(=O)c1ccccc1)C1CCCC1)NCc1ccco1
    2.9&-9.5	8.9&11.3	1.7[fluorescence artefact?]
> CCN1CCN(Cc2ccc(NC(=O)c3cc(NC(=O)C4=NN(c5ccccc5)C(=O)C4)cc(OC)c3)cc2C(F)(F)F)CC1
    -5.3	6.0	-3.4
> CC(C)n1cnc2c(N(C)c3cccc(Cl)c3)nc(N(CCO)CCO)nc21
    4.0	9.1	4.6
> COc1cccc(-c2nnc(NC(C)=O)o2)c1
    12.3	10.3	-21.4
> C=C(C)C(=O)O[C@H]1C/C(C)=C\C(=O)/C=C(\C)[C@H](O)[C@@H]2OC(=O)C(=C)[C@@H]21
    -10.8	6.2	2.8
> COc1ccc(C2=CC3=C(Br)C(=O)C(C)(O)C(=O)C3=CO2)cc1 (centres undefined)
    -29.4	133.8*	1.4
> C/C=C/C(=O)Nc1cccc(C2=NOC3(C2)C[C@@H](C(N)=O)N(C(=O)c2cc([N+](=O)[O-])cc([N+](=O)[O-])c2)C3)c1 (some centres undefined)
    2.9	10.1	-5.5
> C/C=C(/C)C(=O)Nc1cccc(C2=NOC3(C2)C[C@H](C(N)=O)N(C(=O)COc2ccc(Cl)cc2)C3)c1 (some centres undefined)
    -11.9	7.3	7.1
> COc1ccc(-c2c(C)nn3c(N4CCC(C(=O)N5CCCCC5)CC4)cc(C)nc23)cc1OC
    15.3	10.0	-12.3
> CC(Sc1cccc(C(F)(F)F)c1)C(=O)NC(N)=O (centres undefined)
    1.7	10.4	3.5
> C=CCN1c2ccccc2[C@]23C[C@@H](C(=O)OC)N=C2NC(C(=O)OC)=C(C(=O)OC)[C@H]13
    25.6	7.7	1.3
> COc1ccc(-c2ccc(N(C)C)cc2)cc1[C@H]1[C@H]2C=CC[C@@H](C)[C@@H]2C(=O)N1Cc1ccccc1
    2.8	5.1	1.2
> C=CCCN(C1CCCC1)S(=O)(=O)c1ccccc1Br
    47.7	-0.9	3.4

Gathered by group, the entries above containing an aryl thioether with sulfur outside any ring
Results follow in this order: EP2 mod	PGE2 EP2 inh	eIF4E 4G PPI
> c1ccc(Cn2cc(CSc3ccccc3)nn2)cc1
    6.2	10.9	-1.6
> Cc1ccc(SC[C@H](CC(C)C)N2CCN(C)CCC2=O)cc1
    -6.0	14.4	-3.4
> CC(Sc1cccc(C(F)(F)F)c1)C(=O)NC(N)=O (centres undefined)
    1.7	10.4	3.5

Further entries:
Results follow in this order: EP2 mod	PGE2 EP2 inh	eIF4E 4G PPI
> O=C(NCc1ccccc1C(F)(F)F)C1CC(c2cccc(F)c2)=NO1 (centres undefined)
    -13.7	13.2	5.6
> CCOCCn1c(CN2CCCC(C)C2)nc2c1c(=O)n(C)c(=O)n2C (centres undefined)
    7.7	13.1	-16.7
> CCCCCc1cc(=O)oc2c(C(CCN3CCN(c4ccccc4)CC3)c3ccc4c(c3)OCO4)c(OC)cc(OC)c12 (centres undefined)
    25.5	6.4	-4.2
> O=C(C1CCC(CNc2c(N3CCCCC3)c(=O)c2=O)CC1)N1CCCCC1 (centres undefined)
    -7.1	12.4	2.8
> COc1ccc(C2CC(=O)Oc3c(C(CCN4CCOCC4)c4cc(OC)c(OC)c(OC)c4)c(OC)cc(OC)c32)cc1 (centres undefined)
    11.2	6.0	-0.7
> CCN1CCN(Cc2ccc(NC(=O)c3cc(NC(=O)C(=O)c4c[nH]c5ccccc45)cc(OC)c3)cc2C(F)(F)F)CC1
    -15.8	22.6	10.4
> COc1cc(C(CCN2CCCC2)c2c(OC)cc(OC)c3c(C)cc(=O)oc23)cc(OC)c1OC (centres undefined)
    -9.7	8.7	-5.3
> NC(=O)CC(NC(=O)c1ccccc1)c1ccc(N2CCC(Br)CC2)c([N+](=O)[O-])c1 (centres undefined)
    4.7	4.6	-0.8
> CC(C)n1cnc2c(NCc3ccc(S(N)(=O)=O)cc3)nc(NCc3ccc(S(N)(=O)=O)cc3)nc21
    9.2	-2.3	-4.8
> NC(=O)[C@H]1CC2(CC(c3cccc(NC(=O)COc4ccc(Cl)cc4)c3)=NO2)CN1C(=O)Cc1ccc([N+](=O)[O-])cc1 (some centres undefined)
    4.5	13.5	-5.4
> OCCCNc1cc(-c2ccnc(Nc3cccc(Cl)c3)n2)ccn1
    -11.3	21.8	1.1
> NC(=O)CC(NC(=O)Cc1cccc2ccccc12)c1ccc(NCc2ccccn2)c([N+](=O)[O-])c1 (centres undefined)
    5.7	14.2	-7.4
> C#CCOCCOCCOCCNc1nc(N2CCN(C(=O)[C@H](CCCCN)n3cc(C(N)CO)nn3)CC2)nc(N2CCN(C(=O)[C@H](CCC(=O)O)n3cc(C(N)Cc4ccc(O)cc4)nn3)CC2)n1 (some centres undefined)
    10.4	15.5	-1.1
> COC(C/C=C/[C@H](O)COCc1ccccc1)OC
    15.6	9.8	0.6
> COc1cc(O)c(C(CCN2CCOCC2)c2ccc3c(c2)OCO3)c(OC)c1 (centres undefined)
    -4.0	-5.8	-5.0
> C=CCN1C=C2C(=O)C(C)(OC(=O)c3ccc(OC)cc3)C(=O)C(c3ccco3)=C2C=C1CCCC (centres undefined)
    2.7	17.9	0.8
> Cc1cc2cc(CNC(=O)c3ccco3)ccc2n1C
    16.5	10.1	-16.3
> Clc1ccc(C2[C@H]3CN(Cc4cccnc4)[C@H](c4ccccc4)C34CC2(c2cccnc2)C4)cn1 (some centres undefined)
    3.8	20.8	-4.7
> COc1ccc(OC)c(NC(=O)C(CCS(C)(=O)=O)NC(C)=O)c1 (centres undefined)
    11.8	5.5	1.5
> COC(=O)CCCC1=CC2=CC(=O)C(C)(OC(=O)c3cccs3)C(=O)C2=CN1CCN1CCOCC1 (centres undefined)
    17.2	15.7	3.0
> Clc1ccc(C2[C@H]3CN(CC4CCCCC4)[C@H](c4ccccc4)C34CC2(c2ccccc2)C4)cn1 (some centres undefined)
    -10.6	15.6	-2.8
> CCCCCCN(C(=O)CCCCCN1C(=O)NC(c2ccc(-c3ccccc3)cc2)C(C(=O)OCc2ccccc2)=C1C)C(C(=O)NCCCC)c1ccc(O)c(C(=O)OC)c1 (centres undefined)
    15.8	9.2	-5.1
> CC(C)CN1C=C2C(=O)C(C)(OC(=O)CCc3ccccc3)C(=O)C=C2C=C1c1ccc(C#N)cc1 (centres undefined)
    6.5	12.8	-0.8
> CCC1=C2CC[C@H]3C(=O)N(C)C(=O)[C@H]3[C@H]2[C@@]2(Cc3ccccc3)C(=NCCOC)OC(=O)N2C1=O
    -4.2	7.3	2.8
> Nc1cnc(CNc2ccccc2Cl)cn1
    18.7	10.9	0.2
> CCC(=O)Nc1cccc(C2=NOC3(C2)C[C@@H](C(N)=O)N(C(=O)c2ccc(OC)cc2)C3)c1 (some centres undefined)
    19.9	17.9	2.2
> COC(=O)[C@@H]1C[C@@]2(O)[C@H](O)[C@H](O)[C@H](O)C[C@H]2N1CC1CC1
    -11.0	-2.1	-3.6
> COc1cc(O)c(C(CCN2CCOCC2)c2cc(OC)c(OC)c(OC)c2)c(OC)c1 (centres undefined)
    -6.2	15.7	-1.8
> CNC(=O)c1ccsc1NC(=O)c1ccccc1
    -10.7	9.7	-21.9
> CCC(C)C(=O)OCC1(c2ccc(C)cc2OC(=O)C(C)C)CO1 (centres undefined)
    25.5	11.4	-15.6
> O=C(NCc1nc2ccccc2[nH]1)C1=C[C@H](C2CC2)C[C@H](OCc2ccc(CO)cc2)O1
    -11.3	6.7	-6.3

Full records, looked up by structure:
`C=CCN1C=C2C(=O)C(C)(OC(=O)c3ccc(OC)cc3)C(=O)C(c3ccco3)=C2C=C1CCCC` (centres undefined) is listed with EP2 mod: 2.7; PGE2 EP2 inh: 17.9; eIF4E 4G PPI: 0.8
`CCC(=O)Nc1cccc(C2=NOC3(C2)C[C@@H](C(N)=O)N(C(=O)c2ccc(OC)cc2)C3)c1` (some centres undefined) is listed with EP2 mod: 19.9; PGE2 EP2 inh: 17.9; eIF4E 4G PPI: 2.2

Taken from above, 4 compounds:
Results follow in this order: EP2 mod	PGE2 EP2 inh	eIF4E 4G PPI
> O=C(NCc1ccccc1C(F)(F)F)C1CC(c2cccc(F)c2)=NO1 (centres undefined)
    -13.7	13.2	5.6
> CCOCCn1c(CN2CCCC(C)C2)nc2c1c(=O)n(C)c(=O)n2C (centres undefined)
    7.7	13.1	-16.7
> CCCCCc1cc(=O)oc2c(C(CCN3CCN(c4ccccc4)CC3)c3ccc4c(c3)OCO4)c(OC)cc(OC)c12 (centres undefined)
    25.5	6.4	-4.2
> O=C(C1CCC(CNc2c(N3CCCCC3)c(=O)c2=O)CC1)N1CCCCC1 (centres undefined)
    -7.1	12.4	2.8
